Assay outcomes (PubChem BioAssay)
FXIIa inh: human FXIIa protease inhibitors, primary screen, biochemical, 1536-well; actives 0.3% (n = 220,000); inhibition, % at 5 µM; purified FXIIa, Boc-QGR-AMC fluorogenic substrate, 2 h; AID 800, 2007; in the data active = inhibition above about 40%;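 also: 0% = enzyme with no compound and 100% = blank without enzyme; many of its hits are not listed in these tables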
Target sequence (P00748 20-372 limits assumed): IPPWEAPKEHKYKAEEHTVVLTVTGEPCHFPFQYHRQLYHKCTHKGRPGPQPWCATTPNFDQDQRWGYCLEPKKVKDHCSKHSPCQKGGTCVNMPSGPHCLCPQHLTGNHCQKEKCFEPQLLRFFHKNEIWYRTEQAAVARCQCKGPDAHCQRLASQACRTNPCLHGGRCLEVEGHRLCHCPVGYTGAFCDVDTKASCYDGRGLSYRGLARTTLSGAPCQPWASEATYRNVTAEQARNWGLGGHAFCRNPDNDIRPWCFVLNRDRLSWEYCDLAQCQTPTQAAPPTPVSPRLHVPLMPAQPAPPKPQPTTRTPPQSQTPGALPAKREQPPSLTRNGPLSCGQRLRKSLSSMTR
Target sequence (P00748 373-615 limits assumed): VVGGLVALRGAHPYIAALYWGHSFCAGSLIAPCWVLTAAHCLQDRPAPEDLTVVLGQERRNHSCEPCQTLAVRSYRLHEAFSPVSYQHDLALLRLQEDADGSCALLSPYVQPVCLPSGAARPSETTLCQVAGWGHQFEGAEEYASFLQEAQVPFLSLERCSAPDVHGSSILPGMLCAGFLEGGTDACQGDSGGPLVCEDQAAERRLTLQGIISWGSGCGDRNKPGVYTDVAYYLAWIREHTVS
TbHK1 inh: Trypanosoma brucei hexokinase 1 inhibitors, primary screen, biochemical, G6PDH-coupled NADH absorbance, MLSCN library | hexokinase 1 [Trypanosoma brucei] | inhibition, % at 10 µM | AID 1430, 2008 | recombinant TbHK1, G6PDH-coupled NADH A340 | actives 0.11% (n = 220,000);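 active = inhibition of 50% or more in the single-dose primary screen; inactive = inhibition below 50%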
CHOP inhibitor: inhibitors of CHOP promoter induction, primary screen, cell-based, unfolded protein response, luciferase reporter. CHO-K1 CHOP-promoter luciferase, tunicamycin-induced, 15-18 h. actives 3.8% (n = 220,000). inhibition, % at 10 µM;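 active = compounds that reduced the stress-induced luciferase reporter signal by more than about 70% of percent inhibition, limit read from the data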;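 also: 0% = tunicamycin plus vehicle and 100% = wells without tunicamycin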
zVAD death inh: inhibitors of zVAD-triggered necroptosis, primary screen, L929 cells; L929 zVAD necroptosis rescue, ATP luminescence, 24 h; with zVAD 60 µM; actives 0.38% (n = 220,000); AID 1377, 2008; viability rescue, % at 10 µM;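 active = activation, scaled between plate controls, above about 75%, limit read from the data; inactive = activation under that limit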;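 also: 0% = zVAD with DMSO and 100% = DMSO alone without zVAD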
FXIa inh: human FXIa protease inhibitors, primary screen, biochemical, 1536-well. Coagulation factor XI (Homo sapiens), P03951. purified FXIa, Boc-Glu-Ala-Arg-AMC fluorogenic substrate. inhibition, % at 5 µM. actives 0.14% (n = 220,000);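 active = inhibition of at least 40%; inactive = inhibition below 40%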;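 also: fluorescence of freed AMC excited at 355 nm; 0% = enzyme without compound and 100% = no enzyme blank; many of its hits are not listed in these tables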
EP2 antag: human EP2 receptor antagonists, primary screen, TR-FRET cAMP, C6 glioma cells | Prostaglandin E2 receptor EP2 subtype (Homo sapiens), P43116 | C6 glioma cells expressing human EP2; cells stimulated with saturating PGE2 | inhibition, % at 25 µM | actives 0.52% (n = 260,000);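 active = percent inhibition above 40 after rounding to a whole number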;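 also: rat C6 glioma host cells with rolipram phosphodiesterase inhibitor present; the protocol text gives 20 µM as final concentration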
Target sequence (P43116 whole entry, looked up): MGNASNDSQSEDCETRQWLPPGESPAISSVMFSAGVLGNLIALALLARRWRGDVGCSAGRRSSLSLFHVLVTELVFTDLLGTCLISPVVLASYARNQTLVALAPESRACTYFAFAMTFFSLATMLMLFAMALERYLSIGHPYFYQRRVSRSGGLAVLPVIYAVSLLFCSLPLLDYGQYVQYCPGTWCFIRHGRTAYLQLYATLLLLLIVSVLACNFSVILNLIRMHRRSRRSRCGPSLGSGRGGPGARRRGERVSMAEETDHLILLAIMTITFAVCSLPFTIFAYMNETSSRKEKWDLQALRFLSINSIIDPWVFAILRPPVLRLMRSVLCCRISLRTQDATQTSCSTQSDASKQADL
Wee1 degr inh: Wee1 degradation inhibitors, primary screen, cell-based, HeLa, Wee1K328M-luciferase, luminescence; reporter increase, % at 5 µM; AID 1321, 2008; HeLa Luc-Wee1K328M stability; 100% = proteasome inhibitor MG132 effect; actives 1.2% (n = 220,000);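 active = activation above the mean of all tested compounds plus 3 SD, set per screening run, cut at about 8.8% in these data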;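 also: cells exposed to compound for 20 h before luminescence read; 0% = DMSO alone and 100% = MG132 at 30 µM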
TNF death inh: inhibitors of TNF-alpha triggered necroptosis, primary screen, cell-based, Jurkat FADD-/-, single concentration; Jurkat FADD-/- TNF necroptosis rescue, ATP luminescence, 24 h; 0 = TNF only, 100 = no-TNF cells; activation (protection from cell death), % at 10 µM; actives 0.068% (n = 220,000); AID 463075, 2010;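 active = activation, meaning protection from cell death, of at least 50% relative to plate controls; inactive = activation below 50%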;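 also: necroptosis triggered by 40 ng/mL TNF-alpha added together with compound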
PPC-1+TRAIL kill: compounds killing PPC-1 cancer cells with TRAIL present, primary screen, TRAIL potentiator project, ATPLite luminescence, uHTS; actives 0.41% (n = 220,000); cell killing (% activity), % at 4 µM; PPC-1 cells + TRAIL, ATPLite viability luminescence;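 active = cell killing above 50% in the first pass at 4 µM, then a duplicate retest at 5 µM averaging 50% or more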;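 also: plate controls were cells with TRAIL plus DMSO for no effect and medium-only wells lacking cells for full effect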
* = called active by the depositor; . = not tested or not shown; & = joins results of further samples; [ ] = remark or other dose.

1: COc1ccc(CSc2nc3ccccc3c(=O)[nH]2)cc1F
2: COCCn1c(=S)[nH]c2cc(C(=O)NCC3CCCO3)ccc2c1=O (stereo not given)
3: CN(C)c1ccc(/C=C/c2nc3ccccc3s2)cc1
4: CC1CN=C(NC2CCCCC2C)S1 (stereo not given)
5: CC(=O)Nc1ccc2c(COC(=O)[C@H](C)N3C(=O)C4CCCCC4C3=O)cc(=O)oc2c1 (stereo not given in full)
6: CN(C)C(=S)Nc1ccc(N2CCOCC2)cc1
7: O=C(CCn1c(=O)sc2ccccc21)NCc1ccco1
8: O=C(Nc1nc2ccccc2s1)C1=NN(c2ccccc2)C(=O)CC1
9: COn1c(SCc2ccccc2)nc2ccccc2c1=O
10: CC1CCCC(C)N1CC(C)(C)NS(=O)(=O)c1ccc(Cl)cc1 (stereo not given)
compound no.,1,2,3,4,5,6,7,8,9,10
FXIIa inh,7,3,15,-4,-6,0,14,17,9,-1
TbHK1 inh,-3,-10,-11,-5,-36,-3,6,7,5,-2
CHOP inhibitor,22,9,81*,-2,-1,13,-14,-8,17,2
zVAD death inh,1.5,0.5,-0.5,0.6,0.3,1.8,0.7,0.3,0.6,-0.2
FXIa inh,0,-5,2,-5,-5,-1,9,8,5,-4
EP2 antag,9,7,4,10,12,12,-2,5,7,15
Wee1 degr inh,-2,0,-2,3,-4,-1,-1,3,-3,-2
TNF death inh,-1.1,0.5,-13,1.1,1.0,2.4,0.9,1.2,-1.3,-2.5
PPC-1+TRAIL kill,14,10,81*[5 µM],10,2,14,-17,-7,14,2

11: O=C(NCc1ccncc1)c1ccc(N2CCCC2)c([N+](=O)[O-])c1
12: C=CCn1c(SCC(=O)c2[nH]c(C)c(C(=O)OCC)c2C)nc2scc(-c3ccccc3)c2c1=O
13: O=C(NCCO)C1COc2ccccc2O1 (stereo not given)
14: O=C(Nc1ccc(Cl)cc1)N1CCCC1
15: O=C(Nc1ccc2c(c1)C(=O)N(c1ccccc1)C2=O)c1cccs1
16: COc1ccc(Br)cc1/C=N/NC(=O)CN1CCN(Cc2ccccc2)CC1
17: C=CCc1ccc(OCCCCN2CC(C)CC(C)C2)c(OC)c1 (stereo not given)
18: Cc1ccc(C(CC(=O)O)Nc2nc(N3CCOCC3)nc(N3CCOCC3)n2)cc1 (stereo not given)
19: CCOC(=O)/C(N=Nc1sc(C(=O)OC)c(C)c1C(=O)OCC)=C(\O)CCl
20: COc1ccc(NC(=O)c2c(-c3ccccc3)noc2C)c(OC)c1
compound no.,11,12,13,14,15,16,17,18,19,20
FXIIa inh,7,2,5,2,11,5,-2,-3,12,13
TbHK1 inh,2,-17,1,2,-8,-25,5,-2,-9,-9
CHOP inhibitor,12,88*,58,45,65,0,-5,8,8,-23
zVAD death inh,1.5,0.5,0.3,0.1,5.3,1.2,0.3,.,0.5,-0.1
FXIa inh,4,-5,1,0,1,-17,-9,-11,3,3
EP2 antag,3,7,2,6,10,12,4,8,12,3
Wee1 degr inh,-5,-3,2,-3,-3,-2,1,1,0,-1
TNF death inh,-1.5,1.8,-0.1,1.3,0.9,-0.4,2.9,1.1,-0.1,-0.7
PPC-1+TRAIL kill,7,14,3,4,-1,-18,-3,22,-4,14

Record cards (already shown).
COc1ccc(Br)cc1/C=N/NC(=O)CN1CCN(Cc2ccccc2)CC1 in the list: FXIIa inh = 5; TbHK1 inh = -25; CHOP inhibitor = 0; zVAD death inh = 1.2; FXIa inh = -17; EP2 antag = 12; Wee1 degr inh = -2; TNF death inh = -0.4; PPC-1+TRAIL kill = -18
CC1CN=C(NC2CCCCC2C)S1 (stereo not given) in the list: FXIIa inh = -4; TbHK1 inh = -5; CHOP inhibitor = -2; zVAD death inh = 0.6; FXIa inh = -5; EP2 antag = 10; Wee1 degr inh = 3; TNF death inh = 1.1; PPC-1+TRAIL kill = 10

Later entries:
21: CC1CCCN(c2ccc(C(=O)NCc3ccccc3)cn2)C1 (stereo not given)
22: COc1cc2c(cc1OC)CN(S(=O)(=O)c1cccs1)CC2
23: Cc1ccc2nc3sc(C(=O)NCc4ccco4)c(N)c3cc2c1
24: Cc1ccc(-c2nc3ncccc3o2)cc1NC(=O)c1cc2ccccc2o1
25: Cc1c(Br)c([N+](=O)[O-])nn1C(C)C(=O)Nc1nccs1 (stereo not given)
26: N#C/C(=C\Nc1ccc2c(c1)OCCO2)c1nc(-c2ccccc2)cs1
27: CC(C)Oc1ccccc1/C=N/Nc1ccccc1[N+](=O)[O-]
28: CCOc1ccc(C(=O)Nc2nnc(C(C)C)s2)cc1OCC
29: CCOc1cc(/C=N/n2cnnc2)cc(Br)c1O
30: CC12CCC(C(=O)N(CCC#N)CCC#N)(CC1=O)C2(C)C (stereo not given)
compound no.,21,22,23,24,25,26,27,28,29,30
FXIIa inh,8,13,6,21,14,23,10,4,43*,-1
TbHK1 inh,-4,-3,-17,-4,-1,-8,-12,-9,-22,1
CHOP inhibitor,25,4,32,70*,16,-17,76*,-23,31,-1
zVAD death inh,69,.,-0.8,4.1,-0.1,0.8,1.2,0.5,-0.2,1.8
FXIa inh,-2,7,4,10,3,27,7,-13,24,-3
EP2 antag,4,5,13,16,18,6,7,11,3,8
Wee1 degr inh,1,1,1,-2,1,-1,0,1,-2,-3
TNF death inh,6.6,3.6,2.1,0.8,1.0,1.0,0.8,1.7,-1.7,0.4
PPC-1+TRAIL kill,24,6,10,18,7,33,10,13,-20,25

Structures above shown as hits in FXIIa inh:
| entry | structure | FXIIa inh | TbHK1 inh | CHOP inhibitor | FXIa inh | Wee1 degr inh |
| --- | --- | --- | --- | --- | --- | --- |
| 29 | CCOc1cc(/C=N/n2cnnc2)cc(Br)c1O | 43* | -22 | 31 | 24 | -2 |

The list goes on:
31: CCn1cnc2c1c(=O)n(CC(=O)NCc1ccccc1)c(=O)n2Cc1ccccc1
32: CC(C)CCSc1nnc(Cn2c(=O)sc3ccccc32)n1C
33: CCOC(=O)c1ccc2c(c1)n(CC)c(/C=C/Nc1ccccc1)[n+]2CC
34: CC1CCCCN1C(=O)COC(=O)c1n[nH]c2ccccc12 (stereo not given)
35: Cc1c(/C=C/C(=O)c2ccc(O)cc2)cnn1C
36: NCc1oc(-c2ccccc2)cc1C(=O)O
37: COc1ccc(NS(=O)(=O)c2cccc(C(=O)N/N=C/c3cn(-c4ccccc4)nc3-c3ccc(OC)cc3)c2)cc1
38: Clc1ccc(Cc2noc(-c3cccs3)n2)cc1
39: CCOC(CNc1ncnc2c1cnn2C)OCC
40: O=C(COC(=O)COc1ccccc1)Nc1cccc([N+](=O)[O-])c1
compound no.,31,32,33,34,35,36,37,38,39,40
FXIIa inh,7,14,-8,20,8,11,1,10,5,10
TbHK1 inh,-8,10,-13,-7,-35,10,-27,2,1,5
CHOP inhibitor,7,14,-5,13,-14,-7,0,87*,15,31
zVAD death inh,-0.2,5.3,-0.5,-0.2,2.6,-1.4,0.4,2.4,3.5,0.9
FXIa inh,-1,4,-3,-1,-1,8,-3,9,-2,6
EP2 antag,4,2,13,9,7,3,9,9,5,3
Wee1 degr inh,-3,-3,1,3,3,3,-3,-1,1,-1
TNF death inh,-0.3,1.0,-1.7,-1.1,2.7,-0.5,-3.1,3.9,0.4,0.5
PPC-1+TRAIL kill,-5,-2,13,10,26,-1,5,-5,15,6

41: CC(C)N1C(=O)/C(=C\c2nc3ccccc3c(=O)[nH]2)c2ccccc21
42: O=[N+]([O-])c1ccc(NC(=S)NCCc2ccccc2)cc1
43: Nc1nc(-c2ccccc2)nc2sc3c(c12)CCCC3
44: O=C(COC(=O)c1ccc([N+](=O)[O-])s1)Nc1cccc(S(=O)(=O)NC2=NCCCCC2)c1
45: CC(C)CNC(=O)c1ccccc1Oc1ccccc1
46: CC(=O)c1ccc(S(=O)(=O)N2CCC(NC(=O)Nc3cccc(F)c3)CC2)cc1
47: CCOP(=O)(OCC)/C(C#N)=C/c1c[nH]c2ccccc12
48: COc1cccc(NC(=S)N(CCCN2CCOCC2)C(C)c2cc3ccccc3o2)c1 (stereo not given)
49: Cc1nnc(SCC(=O)NCCc2ccccc2)[nH]c1=O
50: CCCCN(C(=O)Cc1cccs1)c1nnc(-c2cccnc2)s1
compound no.,41,42,43,44,45,46,47,48,49,50
FXIIa inh,6,17,10,6,12,1,7,7,.,11
TbHK1 inh,27,-12,25,-20,-5,0,-30,-1,8,0
CHOP inhibitor,-37,46,49,3,39,12,14,19,.,10
zVAD death inh,0.5,1.3,1.6,1.7,0.0,1.0,-0.1,-0.9,0.0,0.7
FXIa inh,3,6,4,6,4,-3,4,-1,.,7
EP2 antag,13,19,15,2,12,8,22,1,.,17
Wee1 degr inh,0,1,5,2,-1,1,0,2,-1,0
TNF death inh,1.1,0.5,0.5,2.8,7.3,1.7,2.3,-0.3,-1.1,-0.1
PPC-1+TRAIL kill,25,20,55*,2,-14,2,20,12,.,4

Entries by screen from the list.
Entries 44 to 49 in TbHK1 inh: -20, -5, 0, -30, -1, 8
Entries 44 to 49 in zVAD death inh: 1.7, 0.0, 1.0, -0.1, -0.9, 0.0

Following part.
51: COc1ccc(-n2c(SCCC#N)nnc2-c2cc(Cl)ccc2OC)cc1Cl
52: COc1ccccc1N1CCN(C(CNS(=O)(=O)c2ccccc2)c2cccnc2)CC1 (stereo not given)
53: CCOc1cccc(Nc2cc3n(c(=O)n2)CCc2cc(OC)c(OC)cc2-3)c1
54: CCOC(=O)c1ccc(NC(=O)c2nccnc2C(=O)O)cc1
55: CC(=O)Nc1ccc(C(=O)CSc2nc3ccc(C)cc3[nH]2)cc1
56: Cc1ccc(-n2nc(C(=O)O)nc2-c2ccccc2)cc1
57: COc1ccc(C(=O)Nc2ccc3c4c(cccc24)CC3)cc1
58: Cc1ccc(Oc2ccc(-c3nc(N)nc(N)n3)cc2)cc1C
59: CCOc1ccc(C(=O)Nc2ccc(NC(=O)c3ccco3)c(Cl)c2)cc1Br
60: COc1ccc(C(=O)Cn2nnc(-c3cccs3)n2)cc1
compound no.,51,52,53,54,55,56,57,58,59,60
FXIIa inh,14,2,-5,5,2,7,21,7,12,1
TbHK1 inh,-4,-5,-40,-5,-5,2,-2,2,10,3
CHOP inhibitor,3,-4,22,15,37,3,-8,89*,41,-31
zVAD death inh,-0.1,0.8,-0.1,0.0,68,-0.6,-0.2,-0.3,-0.1,-0.2
FXIa inh,9,1,-14,-1,4,5,7,-2,1,-6
EP2 antag,10,11,5,7,8,12,14,15,8,3&12
Wee1 degr inh,2,-2,-1,6,6,0,-3,-3,-3,-2
TNF death inh,-15,1.2,-7.6,1.5,2.3,-0.7,-5.5,-1.6,-1.4,1.4
PPC-1+TRAIL kill,.,-2,11,22,14,14,11,-1,2,35

Some of the compounds tested; rates above refer to the full screens.
